# S aureus QS inh: blocks AIP-induced quorum sensing reporter in S. aureus; S. aureus RN6390 RNAIII-GFP reporter, flow cytometry 3 h; 24,000 compounds, 0.3% hits; inhibition, % at 2 µM; AID 527;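 active means share of bacteria positive for the green fluorescent reporter and its mean brightness both inhibited by 50% or more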;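 further: 0% = AIP-stimulated control and 100% = unstimulated bacteria without AIP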
# S aureus QS inh GFP MFI %: further read-out of S aureus QS inh, marked with its call; inhibition, %; measured here: inhibition of GFP MFI
# * = called active by the depositor.
Molecule	S aureus QS inh	S aureus QS inh GFP MFI %
O=c1sc(Nc2ccccc2)nc2ccsc12	19.2	43.6
CCOC(=O)c1c(C)c(-c2ccccc2)n(CC(=O)N2CCN(C)CC2)c1C	-6.3	-95.2
O=S(=O)(c1ccc2oc(-c3ccncc3)nc2c1)c1ccc2oc(-c3ccncc3)nc2c1	0.1	-11.9
O=c1c2cccc3c2c(nn1CN1CCOCC1)-c1ccccc1-3	-1.3	5.0
COc1ccc(C2CC(c3ccc(C)cc3)Nc3ncnn32)cc1 (stereo not given)	-0.4	12.6
CCOc1ccc(-n2c(C)nc3cc(C(=O)NCc4ccco4)ccc32)cc1	-4.2	-15.3
CN(C)S(=O)(=O)N1CCN(c2cccc(Cl)c2)CC1	-0.2	-4.3
CC(C)Cc1cc(C(=O)NCCN2CCOCC2)no1	23.4	44.5

# Full records from above. Screens in order: S aureus QS inh, S aureus QS inh GFP MFI %
# Listed for COc1ccc(C2CC(c3ccc(C)cc3)Nc3ncnn32)cc1 (stereo not given) → -0.4, 12.6
# Listed for CN(C)S(=O)(=O)N1CCN(c2cccc(Cl)c2)CC1 → -0.2, -4.3
# Listed for O=c1sc(Nc2ccccc2)nc2ccsc12 → 19.2, 43.6
# Listed for O=S(=O)(c1ccc2oc(-c3ccncc3)nc2c1)c1ccc2oc(-c3ccncc3)nc2c1 → 0.1, -11.9
# Listed for CCOc1ccc(-n2c(C)nc3cc(C(=O)NCc4ccco4)ccc32)cc1 → -4.2, -15.3

# (continued)
Molecule	S aureus QS inh	S aureus QS inh GFP MFI %
Cn1c(Cc2cccs2)nnc1SCC(=O)N1CCc2ccccc21	-0.9	-7.5
N#Cc1nc(COc2ccccc2)oc1N1CCCCC1	-3.0	-15.3
CCC(C)NC(=O)CSC1=Nc2ccccc2C2=NC(CC(=O)NCc3ccccc3)C(=O)N12 (stereo not given)	-2.0	-5.6
Cc1cc(C)nc(SCc2ccc3nonc3c2)n1	-0.5	1.4
O=C(Nc1nc(-c2ccccc2)cs1)C1CCCO1 (stereo not given)	-0.6	-3.4
CCN1CCCC1CNC(=O)c1cn(C)c2ccc(S(=O)(=O)N3CCCCCC3)cc2c1=O (stereo not given)	-5.9	-8.2
COc1ccc(C2N(c3cc(C)on3)C(=O)C3CCCN32)cc1OC (stereo not given)	-6.1	-0.8
CCOC(=O)C(NC(=O)c1ccccc1)(Nc1cc(C)on1)C(F)(F)F (stereo not given)	0.6	2.5
NC(=O)COC(=O)CNC(=O)c1ccc(Cl)cc1	0.1	-7.1
COc1cc(C(Nc2ccc3c(c2)OCO3)C(=O)NC2CCCCC2)cc(OC)c1OC (stereo not given)	-1.4	-2.1
COC(=O)C1C(=O)NC(SC)=C(C#N)C1c1ccccc1F (stereo not given)	9.6	11.0
CC(=O)NC1C(=O)SC1(C)C (stereo not given)	-1.6	-6.3
CCOC(=O)N1CCC(NC(=O)C2CCCN(S(=O)(=O)c3cccc4nsnc34)C2)CC1 (stereo not given)	-8.3	-20.1
Cc1ccc(S(=O)(=O)N(C)Cc2nc(-c3ccc(Br)cc3)no2)cc1	5.0	-3.0
CCNC(=O)CC1C(=O)N(c2ccccc2)C(=O)N1CCC(C)C (stereo not given)	-0.4	4.3
CC(=O)N1CCC2(CC1)CC(=O)c1cc(OCC(=O)NCc3ccco3)ccc1O2	-3.2	5.0
CCOC(=O)N1CCC(N2Cc3cccc(C(=O)NC(C)c4ccc5c(c4)OCCO5)c3C2=O)CC1 (stereo not given)	0.4	8.7
CCOC(=O)CCC(=O)NCc1ccc2c(c1)cc(C)n2C	-0.5	6.2
CC(CN1CCCCC1)OC(=O)c1ccc(Cl)cc1Cl (stereo not given)	-0.4	11.2
CC1CCCCN1C(=O)C1CC(c2ccc(F)cc2)=NO1 (stereo not given)	-0.1	12.2
CCN1C(=O)/C(=C2\SC(N3CCCCC3)=NC2=O)c2ccccc21	-3.5	-12.7
Cc1ccc2c(c1)nnn2C1CCN(CC(=O)Nc2ccc3c(c2)OCCO3)CC1	-1.2	2.1
CCC(=O)Nc1c2c(nn1-c1ccc(C)cc1C)CSC2	-5.5	-2.0
COc1ccccc1Oc1coc2cc(O)ccc2c1=O	2.2	8.5
CN(CC(=O)Nc1ccncc1)S(=O)(=O)c1ccccc1	-0.3	2.8
CCc1ccc2[nH]c(=O)c(CN(CCN(CC)CC)C(=O)NC3CCCCC3)cc2c1	-1.1	-7.0
O=C(Nc1ccc2c(c1)OCO2)C1CCN(C(=O)c2cccs2)CC1	-3.3	-8.6
CC(c1ccccc1)N1CC(C(=O)N2CCN(c3ccccc3)CC2)CC1=O (stereo not given)	-2.6	-12.0
CCn1c(C(=O)N2CCC(C(=O)NCc3cccs3)CC2)cc2sccc21	-0.3	-1.9
COc1ccc(OC)c(S(=O)(=O)N2c3ccccc3CC2C)c1 (stereo not given)	1.0	23.8
CCOC(=O)c1c(NC(=O)C(F)(OC)C(F)(F)F)sc(C(=O)N2CCCCC2)c1C (stereo not given)	4.2	-27.5
O=C(CCC1N=C2c3ccccc3N=C(SCc3ccc(F)cc3)N2C1=O)NCc1ccco1 (stereo not given)	0.6	29.1
COc1ccccc1-c1c(C)nn2c(C)c(C(C)=O)cnc12	-0.8	-60.1
CCCCC(NS(=O)(=O)c1ccc(OC)cc1)C(=O)O (stereo not given)	-0.4	3.4
CCOC(=O)N1CCN(c2cc3nccnc3cc2F)CC1	-0.5	3.3
COc1nc(N)nc(N2CCOCC2)n1	-2.0	1.7
Cc1cc(C)nc(NC2=NCC(=O)N2c2ccc(Cl)cc2)n1	-7.4	-5.7
O=C(NC1CC1)C1CCC(=O)N1C1CCCC1 (stereo not given)	-1.1	1.3
CCN(CCNC(=O)C1CCN(S(=O)(=O)CC)CC1)c1ccccc1	-3.4	-26.4
Cc1cccc(NC(=O)C2CCCN(S(=O)(=O)c3c(C)nn(C)c3C)C2)n1 (stereo not given)	-3.3	9.7
CC(C)CCN1CC(C(=O)NCc2ccc(F)cc2)CC1=O (stereo not given)	-1.2	8.4
CCCNC(=O)C(CC)NS(=O)(=O)c1ccc(OC)cc1 (stereo not given)	0.4	12.2
Cc1cc(=O)[nH]c(S/C=C/c2ccccc2)n1	10.2	20.7
COc1cc(OC)cc(C(=O)NCc2n[nH]c(=S)n2-c2ccccc2)c1	-1.4	3.2
CCOC(=O)c1ccccc1NC(=O)Cn1c(-c2nonc2N)nc2ccccc21	17.4	28.8
Cc1nc2c(-c3ccccc3)c(C)nn2c(C)c1CCC(=O)O	-0.6	-1.3
CC(C)c1ccc(NC(=O)C(c2ccccc2)N2CCN(C=O)CC2)cc1 (stereo not given)	-2.8	-10.2
CCCCN(C)Cc1c(C)[nH]c2ccc(OCC)cc2c1=O	-5.0	-20.6
CC1CCN(CCC(=O)Nc2ccc(Br)cc2)CC1	-0.6	2.4
O=C(CN1C(=O)c2ccccc2S1(=O)=O)Nc1ccc(S(=O)(=O)N2CCCCCC2)cc1	1.9	5.8
COc1ccccc1N1CCN(Cc2nnnn2CCc2ccccc2)CC1	0.6	12.6
CN1c2cccc3cccc(c23)N(C)C1(C)C	-1.0	18.2
COc1ccccc1-c1nc(SCc2ccccn2)n[nH]1	-1.7	-4.2
CCCCOc1ccc(C(=O)Nc2ccc(N3CCN(C(=O)C(C)C)CC3)cc2)cc1	1.3	10.4
CCOC(=O)C1=C(C)NC(=O)NC1c1ccc(OCC(=O)Nc2ccccc2)c(OC)c1 (stereo not given)	-0.5	-2.2
COc1ccc2c(c1)c1c(n2C(C)=O)C(OC(C)=O)=NCC1	-0.1	-7.1

# Other records follow.
Molecule	S aureus QS inh	S aureus QS inh GFP MFI %
CCOc1ccc(S(=O)(=O)NCC2CCCO2)c2cccnc12 (stereo not given)	-2.1	-4.1
Cc1cc(=O)n(C)c(=O)n1CCCCCN1CCCC1	-0.1	21.3
O=C(O)CC(NS(=O)(=O)c1cccc2nsnc12)c1ccc(F)cc1 (stereo not given)	-9.5	-31.9
CCOC(=O)N1CCC(NC(=O)C2=C(C)C(=O)OC23CCC(C)CC3)CC1 (stereo not given)	-6.5	-24.7
CCOc1ccc(NC(=O)CSc2nnc(Cn3c(=O)sc4ccccc43)n2C)cc1	5.1	10.0
O=C(c1ccc(Cn2c(=O)[nH]c3ccccc3c2=O)cc1)N1CCN(c2ccc(F)cc2)CC1	0.2	-8.8
COC(=O)Nc1nc2c(C)cccc2s1	-0.3	-0.7
Cc1nn(-c2ccccc2)c2sc(C(=O)N3CCOCC3)cc12	-8.2	-16.7

# Already shown: entries from further up.
Molecule	S aureus QS inh	S aureus QS inh GFP MFI %
CCOc1ccc(NC(=O)CSc2nnc(Cn3c(=O)sc4ccccc43)n2C)cc1	5.1	10.0
O=C(c1ccc(Cn2c(=O)[nH]c3ccccc3c2=O)cc1)N1CCN(c2ccc(F)cc2)CC1	0.2	-8.8
COC(=O)Nc1nc2c(C)cccc2s1	-0.3	-0.7
Cc1nn(-c2ccccc2)c2sc(C(=O)N3CCOCC3)cc12	-8.2	-16.7

# Remaining list, next part:
Molecule	S aureus QS inh	S aureus QS inh GFP MFI %
CCn1nnnc1NCc1cccn1C	-0.1	-32.3
Fc1cccc(Nc2cc(-n3cccn3)ncn2)c1	-0.1	-10.2
CC(C)c1ccc(NC(=O)C2CCCN(S(=O)(=O)c3cnc[nH]3)C2)cc1 (stereo not given)	4.6	29.3
O=S(=O)(Nc1ccc2c(c1)OCCO2)c1cccc2nsnc12	-7.7	-15.4
CC(=O)c1ccccc1Oc1nc(CN2CCOCC2)nc2scc(-c3cccs3)c12	3.3	8.3
O=C(c1cc2ccccc2o1)N1CCN=C1SCc1cccc(F)c1	-0.9	0.3
Fc1cccc2sc(N3CCCCC3)nc12	-2.1	-13.0
NC(=O)CSc1nc2c(sc3ccccc32)c(=O)n1CCCN1CCOCC1	-4.5	-4.6
CC(O)CN(Cc1cccc(Cl)c1)CC(C)O (stereo not given)	5.0	20.9
CCOC(=O)c1sc2nc(C)n(CC(=O)NCC3CCCO3)c(=O)c2c1C (stereo not given)	-0.5	1.2
O=C(CCn1c(=O)c2ccccc2n(Cc2cccnc2)c1=O)NCc1ccc2c(c1)OCO2	-2.4	9.3
Cc1ccc(S(=O)(=O)N2CCOCC2)cc1C(=O)OCC(=O)N1CCc2ccccc2C1	0.0	12.1
COc1ccc(N2C(=O)C3CCCN3C2c2ccc(C)o2)cc1Cl (stereo not given)	5.8	6.5
O=c1c(-c2ccccc2)c(O)c2cccc3c2n1CCC3	-1.1	-3.3
COc1ccc(C(=O)NCc2nnc(SCC(=O)N3CCC(C)CC3)o2)cc1OC	-1.2	-36.1
CCOC(=O)N1CCN(C(=O)c2cccn3c(=O)c4sccc4nc23)CC1	0.0	-2.9
O=C(C1CCCN(S(=O)(=O)c2cnc[nH]2)C1)N1CCN(Cc2ccccc2)CC1 (stereo not given)	-1.4	-3.8
CCNC(=O)CC1C(=O)N(c2ccc(F)cc2)C(=O)N1CCC(C)C (stereo not given)	-1.0	0.0
O=C(Cn1cnc2sc(-c3ccccc3)cc2c1=O)N1CCOCC1	-2.8	-9.2
Cc1ccc2[nH]c(=O)c3cc(C(=O)N4CCN(C(=O)c5ccco5)CC4)sc3c2c1	-0.8	2.3
S=c1nc2ccccc2c2nc(-c3ccccc3)[nH]n12	-1.5	-15.3
Cc1ccc2nc3ccc(N4CCN(C)CC4)nn3c(=O)c2c1	8.6	40.4
CSC1=NCCN1C(=O)c1ccc2c(c1)OCO2	-3.4	-3.9
CC1(c2ccc(OC(F)F)cc2)NC(=O)N(CC(=O)Nc2ccc3c(c2)OCO3)C1=O (stereo not given)	-1.0	3.4
Cc1cc(N2C(=O)C(=O)/C(=C(/O)c3ccc(F)cc3)C2c2ccc(F)cc2)no1 (stereo not given)	0.8	-6.8
Cc1ccc(S(=O)(=O)NC2=NCN(C3CCCCC3)CN2)cc1	-2.1	-7.4
CCOc1ccc(S(=O)(=O)N2CCN(C(=O)c3cccn3C)CC2)cc1	-0.7	4.5
O=C(Nc1ccccc1Cl)c1cc(S(=O)(=O)N2CCCC(C(=O)O)C2)ccc1F (stereo not given)	15.3	34.8
CCCCc1n[nH]c2c1C(=O)CC(C)(C)C2	-3.2	5.9
Cc1ccc(NC(=O)CN2CC(C)SC2=NC2CCCCC2)cc1 (stereo not given)	-1.2	2.2
COC(=O)c1cnn2c(C)c(Cc3cccc(F)c3)c(C)nc12	0.6	5.8
Cc1ccc(CNC(=O)C2CCN(S(=O)(=O)c3c(C)noc3C)CC2)cc1	-3.5	0.1
CC(C)c1ccc2c(c1)C(=O)NC(C)(C)C2	-2.3	-10.1
CCCS(=O)(=O)N1CCC(C(=O)NCCCOC(C)C)CC1	-0.8	9.1
O=C(CCn1c(=O)oc2ccccc21)Nc1ccon1	-5.5	-5.2
CCc1nc(NCCCN2CCOCC2)c2oc3ccccc3c2n1	-1.0	-2.9
CCOC(=O)N1CCC(Nc2c(Nc3cccc(CC)c3)c(=O)c2=O)CC1	4.3	14.3
Cc1cc(C)cc(NC(=O)CN(C)S(=O)(=O)c2cccc3nsnc23)c1	14.5	21.7
O=C(c1cnn2ccccc12)N(Cc1ccco1)C1CCCC1	-1.1	-1.1
COc1ccc(-c2nc(SC)n(S(=O)(=O)c3ccccc3)n2)cc1	18.9	21.2
Cc1ccc(-c2cn3c(=S)[nH]nc3s2)cc1	1.8	12.3
c1ccc(OCc2nnc3sc(C4COc5ccccc5O4)nn23)cc1 (stereo not given)	2.3	48.9
O/N=C1/CCSc2ccccc21	-1.6	-4.9
CC(=O)N1CCN=C1SCc1cccc(C(F)(F)F)c1	2.1	9.0

# Compound activity as filed in PubChem BioAssay.

# These rows are one share of the data; rates above refer to the full screens.
